AmpC inh no detg – qHTS Inhibitors of AmpC Beta-Lactamase (assay without detergent); Potency, µM (top dose mostly 57.1 µM), inactives show at the highest dose activity change, negative = inhibition, most hits filed as inhibitors; AmpC nitrocefin hydrolysis, absorbance 480 nm, 0.0001% Triton; P00811; hit rate 0.52% among 330,000;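 further: potency means the concentration at half of the fitted maximal effect; plate controls were no compound for no effect and no enzyme for full effect; nearly all actives have a fitted effect of over 20% in size; some results filed as inactive show a strong effect at the top dose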
Target sequence (P00811 whole entry, looked up): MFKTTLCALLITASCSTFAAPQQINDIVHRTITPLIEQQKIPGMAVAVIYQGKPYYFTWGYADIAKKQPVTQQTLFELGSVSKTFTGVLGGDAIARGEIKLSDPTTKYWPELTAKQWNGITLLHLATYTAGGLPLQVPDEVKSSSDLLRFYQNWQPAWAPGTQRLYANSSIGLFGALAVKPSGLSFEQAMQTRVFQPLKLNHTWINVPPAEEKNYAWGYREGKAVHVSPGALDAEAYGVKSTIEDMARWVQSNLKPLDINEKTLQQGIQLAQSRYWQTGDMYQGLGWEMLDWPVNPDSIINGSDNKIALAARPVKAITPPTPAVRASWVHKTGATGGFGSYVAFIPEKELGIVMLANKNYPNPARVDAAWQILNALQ
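AmpC (5.3 nM in the dispensed reagent) in 20 mM phosphate pH 7.0 with 0.01% (detergent screen) or 0.0001% Triton X-100 was preincubated with compounds for 15 min at room temperature. Nitrocefin was then added from an 800 uM solution, and hydrolysis was followed at 480 nm.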
Tb PYK inh – qHTS of Trypanosoma Brucei Inhibitors; pyruvate kinase (Trypanosoma brucei), Q57TT1; TbPYK enzyme, Kinase-Glo Plus ATP luminescence, 45 min; Potency, µM (series often up to 76.8 µM), without a hit: top-dose activity, negative = inhibition, usual class: inhibitors; hit rate 0.12% among 410,000; AID 624173, 2012; further: potency means the concentration at half of the fitted maximal effect; nearly all actives have a fitted effect of over 50% in size
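Luminescence from Kinase-Glo Plus, added after a 45-minute room-temperature reaction, served as the end-point read-out. The enzyme and substrate were preincubated with compound before ADP (130 uM final) initiated turnover. Concentration-effect curves came from normalized qHTS data.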
AMA1-RON2 inh – qHTS for Inhibitors of AMA1-RON; Towards Development of Antimalarial Drug Lead: Primary Screen; Plasmodium falciparum AMA1 (3D7) - RON2 peptide interaction; AlphaScreen AMA1-biotinylated RON2 peptide binding; Potency, µM (top dose mostly 58.2 µM), for inactives: at the highest dose activity change, negative = inhibition, actives largely listed as inhibitors; hit rate 0.2% among 360,000;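 further: potency means the concentration at half of the fitted maximal effect; 0% = vehicle wells and -100% = peptide control; nearly all actives have a fitted effect of over 45% in size; some results filed as inactive show a strong effect at the top dose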
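AMA1 (3D7) with his tag at 25 nM final met compounds first, then biotinylated RON2 peptide at 25 nM; detection used donor plus acceptor beads, 10 µg/mL apiece, read by AlphaScreen after 30 min at room temperature.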
LmPK inh – qHTS Assay for Inhibitors of Leishmania Mexicana Pyruvate Kinase (LmPK); hit rate 0.37% among 290,000; purified LmPK, Kinase-Glo ATP luminescence, 1 h; Q27686; Potency, µM (titrated, usually from 57.5 µM), for the others: at the top dose activity change, negative = inhibition, actives largely listed as inhibitors; further: potency means the concentration at half of the fitted maximal effect
Target sequence (Q27686 whole entry, looked up): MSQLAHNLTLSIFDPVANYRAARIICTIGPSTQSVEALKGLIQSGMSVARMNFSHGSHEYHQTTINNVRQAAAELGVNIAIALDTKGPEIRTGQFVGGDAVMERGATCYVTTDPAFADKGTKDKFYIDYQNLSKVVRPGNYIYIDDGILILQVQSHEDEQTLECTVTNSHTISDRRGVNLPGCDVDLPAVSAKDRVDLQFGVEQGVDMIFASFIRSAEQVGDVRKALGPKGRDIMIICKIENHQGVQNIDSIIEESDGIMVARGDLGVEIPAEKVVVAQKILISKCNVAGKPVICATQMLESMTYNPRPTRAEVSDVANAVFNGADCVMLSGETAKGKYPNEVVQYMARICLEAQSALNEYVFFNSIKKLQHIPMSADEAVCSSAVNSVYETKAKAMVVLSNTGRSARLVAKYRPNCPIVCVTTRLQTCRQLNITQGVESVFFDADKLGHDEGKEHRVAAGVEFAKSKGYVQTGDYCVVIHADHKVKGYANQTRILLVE
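Pyruvate kinase activity monitored as ATP production (luciferase luminescence). Conditions: 0.1 nM enzyme, 0.5 mM PEP, 0.1 mM ADP, 1 h, RT; normalized against uninhibited and no-enzyme wells.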
HCMV inh – qHTS Assay for inhibitors of the human cytomegalovirus (HCMV). activity change, negative = inhibition, % at 57.5 µM. AID 1259415, 2018. HFF cells, HCMV-luciferase reporter, 72 h; stronger effect = lower value. hit rate 4.5% among 410,000; in the data active means activity change below about -60%; inconclusive means no clear call, values can overlap the other calls; inactive means above about -39%
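After 16 h attachment at 37C, HFF cells received test compound and HCMV-luciferase (1 PFU/cell); reporter luminescence read 72 h later, data normalized against buffer-only and known inhibitor Salinomycin.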
HCV inh – qHTS Assay for Inhibitors of Hepatitis C Virus (HCV). Huh7.5.1 HCVcc-Cre infection, luciferase reporter, 44 h. hit rate 3.4% among 340,000. Potency, µM (titrated, usually from 41.8 µM), inactives show at the highest dose activity change, negative = inhibition, actives largely listed as inhibitors; further: potency means the concentration at half of the fitted maximal effect
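Luciferase read-out (15 sec integration) after a 15 min room-temperature substrate step quantifies HCVcc-Cre infection. Cells, 1,000 per well, had compound added 4 h post-plating, then virus at ~0.5 moi, and were cultured 44 h.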
AmpC detergent – qHTS Inhibitors of AmpC Beta-Lactamase (assay with detergent) | Potency, µM (highest dose often 114 µM), for the others: top-dose activity change, negative = inhibition, hits mostly inhibitors | AmpC hydrolysis of nitrocefin, absorbance 480 nm, 0.01% Triton | hit rate 0.041% among 370,000;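 further: potency means the concentration at half of the fitted maximal effect; 0% = no-compound wells and -100% = no-enzyme wells; nearly all actives have a fitted effect of over 25% in size; some results filed as inactive show a strong effect at the top dose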
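AmpC (5.3 nM in the dispensed reagent) in 20 mM phosphate pH 7.0 with 0.01% (detergent screen) or 0.0001% Triton X-100 was preincubated with compounds for 15 min at room temperature. Nitrocefin was then added from an 800 uM solution, and hydrolysis was followed at 480 nm.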
* hit, by the source's call; ? = inconclusive; nt = not tested or not shown; & = joins results of further samples; [ ] = dose if it differs, or a comment. Unless noted, the call rests on the fitted dose curve; in most records, active means well fitted curve in the direction sought with a large enough effect; inconclusive means small, poorly fitted or top-dose-only effect, or another doubt; inactive means no such curve, though single readings can be large; an effect the other way counts as inactive or inconclusive. Unless noted, on the % scale 0 is the no-effect control and ±100 the full control effect.

SMILES | AmpC inh no detg | Tb PYK inh | AMA1-RON2 inh | LmPK inh | HCMV inh | HCV inh | AmpC detergent
CC(=O)NCCNC(=O)CCCc1nnc2n(CC(C)C)c(=O)c3sccc3n12 | nt | 3% | nt | nt | ? | nt | 4%
O=C(O)CC/C(=N/NC(=O)c1cn(-c2ccccc2)nc1-c1ccccc1)C(=O)O | -37% | 7% | 78%[activator] | 2% | -8 | -4% | 3%
Cc1cc(Br)ccc1NC(=O)CN(C)C(=O)COc1cccc2c1OC(C)(C)C2 | 120%[activator] | -1% | 104%[activator] | nt | -17 | 0% | -10%
O=C(NCc1cccs1)c1cc(-c2ccc(O)cc2)on1 | -25% | -4% | 2% | 0% | 57 | -7% | -7%
CCOC(=O)CC1=NN(c2ccccc2)C(=O)/C1=C\c1ccc(OC)cc1OC | -23% | -17% | -28% | 1% | 10 | 5% | -5%
COc1cccc(CN2CCC(C(=O)Nc3ccc(-c4cccc(C)c4)cc3)CC2)c1O | -4% | 1% | -28% | -9% | -13 | 10µM* | -14%
O=C1C2CC=CCC2C(=O)N1n1cnnc1 (stereo unspecified) | -10% | -2% | -4% | 2% | 13 | -4% | 0%
CS(=O)(=O)N1CCN(C(=O)Cc2ccccc2)CC1 | -8% | 0% | 11% | -1% | -10 | 15% | ?
CCCSc1nnc(Cn2c(=O)sc3ccccc32)n1C | -18% | 0% | -1% | -3% | -7 | -11% | -9%
O=C(CNS(=O)(=O)c1ccc(Br)s1)N1CCCC1 | -13% | -6% | -6% | 0% | -36 | 0% | 3%
O=c1ccc(S(=O)(=O)N2CCCC2)cn1Cc1nc(-c2ccc(F)cc2)no1 | -14% | -15% | 4% | nt | -40 | ? | 3%
Cc1ccc(C2Nc3ccccc3NC3=C2C(=O)CC(C)(C)C3)c(O)c1 (stereo unspecified) | -13% | 2% | 10% | -2% | -10 | 13% | -19%
C=CCn1c(CCNC(=O)c2ccccc2F)nnc1SCc1nc2ccccc2c(=O)[nH]1 | -10% | ? | 33%[activator] | 3% | -2 | 5% | -14%
CCCC(=O)N(Cc1cc(=O)[nH]c2ccccc12)c1ccccc1OC | -24% | -5% | -3% | 0% | 12 | -10% | 0%
Nn1c(Cc2ccc(Br)cc2)n[nH]c1=S | -28% | ? | 36%[activator] | 3% | ? | 0% | 3%
Cc1ccc(NC(=O)CCC(=O)OCCCC(F)(F)C(F)(F)F)cc1 | 45% | -10% | 15% | 8% | -19 | 0% | -18%
Cc1cc(C)c(S(=O)(=O)Nc2ccc3c(c2)CCC3)c(C)c1 | -20% | 1% | -22% | 1% | -85* | 11µM* | 1%
O=C(Cn1cc(S(=O)(=O)Cc2cccc([N+](=O)[O-])c2)c2ccccc21)N1CCOCC1 | -9% | -22% | 8% | -5% | -21 | -7% | -12%
O=C(COc1cc(F)ccc1[N+](=O)[O-])Nc1ccc(N2CCCCC2)cc1 | 1% | -4% | ? | nt | -26 | ? | ?
Cc1nnc(Nc2ccccn2)c2ccccc12 | -25% | 3% | 47%[activator] | 7% | -60* | 14% | -2%
O=C(N/N=C\c1cccc(Br)c1)c1ccccc1-n1cccc1 | -33% | -5% | -9% | 5% | 13 | 4% | -1%
NC(=O)c1ccc(-c2nnn(CC(=O)Nc3cccc(S(=O)(=O)N4CCCC4)c3)n2)cc1 | -3% | 3% | 12% | nt | -5 | -16% | 2%
O=C(Nc1nccs1)c1ccc2sc([C@H]3C[C@H](O)[C@@H](CO)O3)nc2c1 | nt | -8% | 12% | nt | 7 | nt | nt
CCc1c(C)sc(NC(=S)N2CCN(CC)CC2)c1C(=O)OC | -8%[2.29 µM] | -22% | -24% | 0% | -23 | ? | ?
O=C(Nc1nnc(SCc2ccccc2)s1)c1ccco1 | -16% | -3% | 6% | -15% | 17 | 1% | -6%
(listing goes on)
SMILES | AmpC inh no detg | Tb PYK inh | AMA1-RON2 inh | LmPK inh | HCMV inh | HCV inh | AmpC detergent
O=C1CC23c4ccccc4N4C(=O)CC5OCC=C6CN1C2CC6C5C43 (stereo unspecified) | nt | -5% | 7% | nt | -14 | 37%[activator] | nt
CC(=O)N1CCCN(C(=O)c2ccc3nc(Cc4cccc(Cl)c4)oc3c2)CC1 | 134%[activator] | 0% | -10% | -3% | -38 | 14% | 0%
CC1CC(C)(C)CC2(C1)NC(=O)N(CC(=O)N1CCN(S(=O)(=O)c3cccs3)CC1)C2=O (stereo unspecified) | -18% | 0% | -9% | nt | -10 | 17% | -13%
O=C(NC1CCCCC1)n1c(=O)oc2cc(S(=O)(=O)N3CCCCC3)ccc21 | -9% | -9% | 3% | 4% | 100 | 20% | 2%
CCc1nonc1NC(=O)c1oc2ccc(F)cc2c1C | -20% | -4%&-8% | -1% | 7% | -24&28 | 20% | ?
CCc1cc(CN2CCOCC2)c(NC(=O)c2ccccc2)s1 | -3% | 2% | -8% | -4% | 2 | -25% | -6%
COc1ccc(C(=O)NC(C(=O)NCC2(N3CCCCC3)CCCCC2)C(C)C)cc1 (stereo unspecified) | -25% | -1% | 8% | nt | -76* | 20% | -5%
O=C(Nc1ccncc1)c1ccc(Br)cc1 | -5% | 4% | 1% | -3% | -35 | -24% | -6%
COc1ccccc1NS(=O)(=O)c1cc(NC(=O)c2ccccc2C)ccc1N1CCOCC1 | nt | 5% | -12%[11.6 µM] | nt | -14 | -8% | nt
O=C(CC(NS(=O)(=O)c1ccc(Cl)cc1)c1ccco1)NC1CCCC1 (stereo unspecified) | -46% | -9% | 7% | -1% | nt | -1% | -8%
COc1ccccc1CN1CC(C(=O)NCc2nc3ccccc3n2C)CCC1=O (stereo unspecified) | 43% | 2% | 29% | -2% | -64* | nt | 4%
CC(C)(C)[C@@H]1COC(=O)[C@@H](Cc2ccc(F)cc2)C/C=C\C[C@H](CC(=O)N(CCO)Cc2ccccc2)C(=O)N1 | 185%[activator] | 1% | 27% | nt | 57 | ? | nt
C=CCn1c(O)c(C(C)=NC(C)c2ccccc2)c(=O)[nH]c1=O (stereo unspecified) | -24% | 13% | 12% | -12% | 19 | -15% | 2%
CCNc1c(NCC)c(=O)c1=O | -16% | 6% | 36%[activator] | -1% | 60 | 19% | 5%
O=C(C1=C[C@H](C2CC2)C[C@H](OCCCCO)O1)N1CCN(Cc2ccccc2)CC1 | 104%[activator] | 1% | 10% | 1% | 7 | 28% | -6%
COc1cccc(OCCSc2nc(N)cc(N)n2)c1 | -20% | 1% | 9% | -17% | nt | ? | 1%
CCOc1ccc(OCC)c(NC(=O)c2cnn(-c3ccc(F)cc3)c2-n2cccc2)c1 | nt | 1% | nt | nt | -22 | nt | -4%
Cn1c(SCC(=O)Nc2nc(C(C)(C)C)cs2)nnc1C1CC1 | -11% | 3% | 9% | 3% | -25 | ? | -3%
COC(=O)c1ccc(NC(=O)C(=O)N2CCN(C(=S)Nc3cccc(OC)c3)CC2)cc1 | -4% | -9% | 13% | 1% | -14 | 1% | 2%
CCOC(=O)c1cccc(NC(=S)N2CCN(c3ncc4c(=O)c(C(=O)O)cn(CC)c4n3)CC2)c1 | 1% | -6% | -14% | 3% | ? | 5% | 2%
CCCSc1nnc(CN2CCOCC2)n1C | -3% | -16% | 8% | -4% | 75 | ? | -19%
CCS(=O)(=O)c1ccc(O)c(NC(=O)Nc2ccc(C(C)(C)C)cc2)c1 | -52% | -1% | 6% | 4% | 72 | ? | -2%
COc1ccc(OC)c(S(=O)(=O)n2cnc3cc(C)c(C)cc32)c1 | 39% | -5% | -8% | 3% | -37 | ? | ?
COc1ccc(C)cc1S(=O)(=O)N(CC(=O)Nc1cccc([N+](=O)[O-])c1)c1cc(C)cc(C)c1 | -19% | -6% | 14% | 4% | -14 | 11% | 0%
COc1ccc(NC(=O)C(c2ccc(C)cc2)N(C)C(=O)Cc2cccs2)cc1 (stereo unspecified) | -23% | 2%&-11% | -5% | 0% | ? | 17% | 11%&-6%

Part of the list above in order of heavy-atom count, rising:
SMILES | AmpC inh no detg | Tb PYK inh | AMA1-RON2 inh | LmPK inh | HCMV inh | HCV inh | AmpC detergent
O=C(NC1CCCCC1)n1c(=O)oc2cc(S(=O)(=O)N3CCCCC3)ccc21 | -9% | -9% | 3% | 4% | 100 | 20% | 2%
COc1ccc(NC(=O)C(c2ccc(C)cc2)N(C)C(=O)Cc2cccs2)cc1 (stereo unspecified) | -23% | 2%&-11% | -5% | 0% | ? | 17% | 11%&-6%
CCOc1ccc(OCC)c(NC(=O)c2cnn(-c3ccc(F)cc3)c2-n2cccc2)c1 | nt | 1% | nt | nt | -22 | nt | -4%

(list continues)
SMILES | AmpC inh no detg | Tb PYK inh | AMA1-RON2 inh | LmPK inh | HCMV inh | HCV inh | AmpC detergent
O=C(CNC(=O)C1CCCC1)Nc1ccccc1Br | -15% | 9% | -15% | nt | 4 | 25% | 0%
NC(=O)c1cccnc1Oc1ccc(Cl)cc1Cl | -4% | 1% | 0% | 2% | 27 | 9% | -1%
COc1ccc(C)cc1S(=O)(=O)N(CC(=O)N1CCCC1)c1ccc(C)cc1 | nt | 1% | -5% | nt | -38 | 14% | nt
CCCCCCCCS(=O)c1sc2nc(C)cc(C)c2c1N (stereo unspecified) | 1% | -19% | -15% | 4% | -10 | -13% | 3%
CC1(C)CC(NS(=O)(=O)c2cccc3ccccc23)CC(C)(C)N1 | 47% | -17% | -7% | -7% | -35 | -7% | 2%
O=C(Cn1ccc2cc(S(=O)(=O)N3CCCCCC3)ccc21)NCCc1ccc(Cl)cc1 | nt | 3% | nt | nt | -4 | nt | 19%
CCc1ccc(NC(=O)CSc2nnc(Cc3cccn3C)n2-c2ccc(F)cc2)cc1 | 13µM* | 0% | -2% | 3% | -2 | 2%&-10% | -17%
C=CCn1c(SCCC)nc(O)cc1=O | -20% | 3% | -10% | 0% | 9 | 0% | 4%
CCCOc1ccc(CN2C(=O)C(=O)c3cccc(C)c32)cc1 | nt | -2% | nt | nt | -19 | nt | 13%
CCCOC(=O)c1ccc(NC(=O)c2ccccc2OC)cc1 | -6% | -1% | 24% | 3% | -26 | -19% | ?
CCOC(=O)N1CCN(C(=O)Cn2c(C)cc3ccccc3c2=O)CC1 | -5% | -3% | -1% | -1% | 1 | -9% | ?
O=C1NC(=O)N(Cc2ccccc2Cl)C(=O)/C1=C/c1cccs1 | 20µM* | ? | -2% | -6%[11.5 µM] | -97* | 38%[activator] | -3%

Assay outcomes as filed in PubChem.

No enrichment for hits; about 7.5% have a hit in one of these screens.
